High-throughput results: PubChem, The Scripps Research Institute Molecular Screening Center
DDE Tn7 FP inh – inhibitors of Tn7 peptide binding to human fibrin DD(E); P02675; inhibition, % at 8.3 µM; FP displacement of FITC-Tn7 peptide from fibrin DD(E); 0% = median of compound wells per plate; 0.13% of 370,000 active; AID 720508;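 active = inhibition above the mean of compounds falling within the control limits plus 3 SD of them, cut at about 14% in these data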;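 also: 0% = plate median of compound wells and 100% = 10 µM Aha-Tn7 peptide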
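Assay system: human fibrin DD(E) protein / Input: 2 µM fibrin DD(E) / Benchmarks: high control of 10 µM Aha-Tn7 peptide / Measured by: fluorescence polarization of the labelled Tn7 tracer / Medium: Tris buffer with calcium and detergent, pH 7.8 / Timing: 10 min compound pre-incubation, 3 h probe incubation at room temperature / Repeats: one replicate per compound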
PLCg1 inh – PLC-gamma1 (human) inhibition, primary screen; P19174; purified PLC-gamma1, fluorogenic substrate, fluorescence; inhibition, % at 12.2 µM; 0.84% of 370,000 active; AID 720700; in the data active = inhibition above about 9.5%
Target sequence (P19174 whole entry, looked up): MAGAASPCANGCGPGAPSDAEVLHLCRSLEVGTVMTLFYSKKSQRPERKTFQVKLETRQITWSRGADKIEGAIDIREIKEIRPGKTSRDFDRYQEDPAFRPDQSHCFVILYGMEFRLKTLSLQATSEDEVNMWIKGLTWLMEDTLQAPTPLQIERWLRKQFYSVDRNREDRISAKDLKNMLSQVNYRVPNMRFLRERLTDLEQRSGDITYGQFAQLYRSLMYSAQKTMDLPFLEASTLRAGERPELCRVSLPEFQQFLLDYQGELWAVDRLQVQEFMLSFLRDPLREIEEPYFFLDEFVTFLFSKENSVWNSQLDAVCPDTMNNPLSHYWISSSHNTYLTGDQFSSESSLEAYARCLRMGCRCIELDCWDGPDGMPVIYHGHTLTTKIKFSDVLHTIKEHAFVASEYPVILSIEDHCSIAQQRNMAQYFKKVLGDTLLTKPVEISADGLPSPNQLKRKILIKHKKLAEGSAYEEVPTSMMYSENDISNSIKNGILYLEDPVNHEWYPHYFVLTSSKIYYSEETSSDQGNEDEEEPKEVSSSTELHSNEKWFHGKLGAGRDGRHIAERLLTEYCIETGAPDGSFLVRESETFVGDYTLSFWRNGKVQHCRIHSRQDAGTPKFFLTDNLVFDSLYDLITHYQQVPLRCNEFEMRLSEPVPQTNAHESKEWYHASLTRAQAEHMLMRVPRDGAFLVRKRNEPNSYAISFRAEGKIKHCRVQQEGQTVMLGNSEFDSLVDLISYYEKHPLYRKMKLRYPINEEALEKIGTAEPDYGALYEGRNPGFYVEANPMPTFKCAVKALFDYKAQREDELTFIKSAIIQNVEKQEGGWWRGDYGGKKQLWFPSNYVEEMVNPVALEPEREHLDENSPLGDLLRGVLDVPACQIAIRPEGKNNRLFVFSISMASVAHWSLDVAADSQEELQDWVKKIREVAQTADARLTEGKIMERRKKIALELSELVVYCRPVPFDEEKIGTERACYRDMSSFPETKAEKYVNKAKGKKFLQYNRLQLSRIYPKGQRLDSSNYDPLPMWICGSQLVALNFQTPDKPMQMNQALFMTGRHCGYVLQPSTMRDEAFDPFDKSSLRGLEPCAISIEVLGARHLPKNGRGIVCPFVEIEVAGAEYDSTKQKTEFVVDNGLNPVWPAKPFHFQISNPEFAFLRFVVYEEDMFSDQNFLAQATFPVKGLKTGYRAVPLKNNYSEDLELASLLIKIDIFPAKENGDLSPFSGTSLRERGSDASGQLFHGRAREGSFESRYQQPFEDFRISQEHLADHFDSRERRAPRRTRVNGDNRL
KLK7 zymogen act – activators of human kallikrein-7 zymogen; activation, % at 7 µM; AID 652039; purified proKLK7, EDANS-DABCYL substrate fluorescence; 100% is mature enzyme control, 0% vehicle; P49862; 0.9% of 370,000 active;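 active = activation above the mean of all tested compounds plus 3 SD, computed per campaign excluding outliers beyond control limits, cut at about 13% in these data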
ASAP1 inh – blocks human ASAP1-stimulated Arf1 GTP hydrolysis; GDP FP detection; inhibition, % at 16.5 µM; 0.19% of 360,000 active; Q9ULH1; AID 624377; in the data active = inhibition above about 25%;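 also: 0% = vehicle with enzyme and substrate and 100% = no enzyme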
ARFGAP1 inhibitor – inhibitors of rat ARFGAP1. Q62848. Arfgap1-stimulated ARF1 GTP hydrolysis, GDP FP detection. inhibition, % at 16.5 µM. 0.26% of 360,000 active;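 active = inhibition above a per-plate limit, mean inhibition of low control wells plus 3 SD, cut at about 25% in these data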;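 also: 0% = DMSO wells with enzyme and 100% = wells lacking Arfgap1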
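Replicates: Single well per compound | Assay system: Truncated rat Arfgap1 GAP domain | Control set: No-Arfgap1 wells (100%) versus DMSO full-reaction wells (0%) | Times: Enzyme reaction 120 min at 25 °C after 20 min preincubation | Reagent: Human ARF1(Δ1-17)-GTP substrate | Measured by: Tracer-displacement fluorescence polarization with EDTA stop, 620/688 nm | Measure: Percent inhibition of Arfgap1-stimulated GTP hydrolysis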
TDP2 inh – TDP2 (human) inhibition, absorbance primary screen | 0.34% of 370,000 active | recombinant TDP2, T5PNP hydrolysis, p-nitrophenol absorbance 415 nm | inhibition, % at 12.8 µM | AID 720702;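 active = inhibition above the mean of all tested compounds plus 3 SD, set per campaign, cut at about 25% in these data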;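 also: 0% = DMSO with enzyme and 100% = buffer with substrate but no TDP2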
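System – recombinant human TDP2 · Quantity – TDP2 enzyme at 120 nM final · Doses – single concentration, 12.8 µM nominal, with 1% DMSO · Incubation – 2 h at 37 °C · Measured by – epi absorbance of p-nitrophenol freed from T5PNP by hydrolysis · Read-out – % inhibition relative to enzyme-containing and enzyme-free wells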
Tn6 DDE FP – inhibitors of Tn6 peptide binding to human fibrin DD(E); P02675; Fibrin DD(E) TRITC-Tn6 fluorescence polarization displacement; inhibition, % at 8.3 µM; 0.21% of 370,000 active; AID 720509;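 active = inhibition above a per-campaign cutoff: mean of compounds within control limits plus 3 SD, cut at about 15% in these data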;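 also: 0% = median of all compound wells on the plate and 100% = blocking peptide control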
LEDGF integ inh – blocks HIV-1 LEDGF/p75-dependent DNA integration; TR-FRET IN-LEDGF/p75 DNA integration, Eu/Cy5; inhibition, % at 3.7 µM; 0.64% of 370,000 active;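 active = inhibition above the screen-wide mean plus 3 SD, cut at about 13% in these data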;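 also: signal is the Cy5 over europium emission ratio at 671 and 618 nm; 0% = plate median of compound wells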
ADAM17 inh – inhibitors of human ADAM17; P78536; recombinant ADAM17, EDANS/DABCYL FRET peptide cleavage; inhibition, % at 6.95 µM; 0.83% of 370,000 active; AID 720648;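 active = inhibition above the mean of compounds lying between control limits plus 3 SD, set per campaign, cut at about 8.5% in these data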;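 also: 0% = DMSO-only wells as the low control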
ADAM10 inh – ADAM10 inhibition, QFRET primary screen; inhibition, % at 7 µM; AID 720582; recombinant ADAM10, EDANS/DABCYL FRET peptide cleavage, 3 h; 0.62% of 370,000 active;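 active = inhibition above a per-campaign cutoff equal to the mean of compounds falling between control-based bounds plus 3 SD, cut at about 20% in these data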;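 also: 0% = DMSO wells while the 100% control is not disclosed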
* hit, by the source's call; & = joins results of further samples.

Screening Cc1cc(NC(=O)COc2cccc([N+](=O)[O-])c2)no1 returned DDE Tn7 FP inh 7, PLCg1 inh -1, KLK7 zymogen act -0.4, ASAP1 inh -9, ARFGAP1 inhibitor -1, TDP2 inh 2, Tn6 DDE FP -2, LEDGF integ inh -3, ADAM17 inh -5 and ADAM10 inh -1.
O=C(Nc1ccccc1)c1cccnc1Nc1ccccc1 was read as DDE Tn7 FP inh 1, PLCg1 inh 1, KLK7 zymogen act 0.4, ASAP1 inh 17, ARFGAP1 inhibitor 8, TDP2 inh 1, Tn6 DDE FP -4, LEDGF integ inh -3, ADAM17 inh -1 and ADAM10 inh 9.
Screening CCN(CC)CCNC(=O)c1ccc(-n2c(C)cc3c2CCCC3=O)cc1 returned DDE Tn7 FP inh 1, PLCg1 inh -1, KLK7 zymogen act -0.3, ASAP1 inh 0, ARFGAP1 inhibitor -10, TDP2 inh -4, Tn6 DDE FP -4, LEDGF integ inh 8, ADAM17 inh -5 and ADAM10 inh 4.
Screening COc1cc(/C=N/O)ccc1OCc1ccc(Cl)cc1 returned DDE Tn7 FP inh -8, PLCg1 inh 2, KLK7 zymogen act -0.1, ASAP1 inh 5, ARFGAP1 inhibitor 2, TDP2 inh -12, Tn6 DDE FP 13, LEDGF integ inh 3, ADAM17 inh 3 and ADAM10 inh 9.
Cc1ccc(NC(=O)Cn2ncc(Cl)c(Cl)c2=O)cc1S(=O)(=O)N1CCCCC1 was read as DDE Tn7 FP inh 4, PLCg1 inh 2, KLK7 zymogen act -0.4, ASAP1 inh 0, ARFGAP1 inhibitor 10, TDP2 inh -1, Tn6 DDE FP -2, LEDGF integ inh -4, ADAM17 inh 2 and ADAM10 inh 0.
For Cc1cccc(C(=O)NCCC(=O)NCc2ccccc2F)c1 the results were DDE Tn7 FP inh -10, PLCg1 inh 1, KLK7 zymogen act -0.6, ASAP1 inh 4, ARFGAP1 inhibitor 9, TDP2 inh -14, Tn6 DDE FP -7, LEDGF integ inh 3, ADAM17 inh -2 and ADAM10 inh 0.
Screening CCc1ccc2nc(NC(=O)CCCc3cccs3)sc2c1 returned DDE Tn7 FP inh 1, PLCg1 inh 1, KLK7 zymogen act 0.2, ASAP1 inh 18, ARFGAP1 inhibitor 1, TDP2 inh 8, Tn6 DDE FP -10, LEDGF integ inh 1, ADAM17 inh 2 and ADAM10 inh 9.
For Cc1ccc(Cn2ncc3c(N4CCN(CCc5ccccc5)CC4)ncnc32)cc1 the results were DDE Tn7 FP inh -8, PLCg1 inh 3, KLK7 zymogen act 1.0, ASAP1 inh 12, ARFGAP1 inhibitor 5, TDP2 inh 11, Tn6 DDE FP -1, LEDGF integ inh -1, ADAM17 inh -2 and ADAM10 inh -5.
`COc1ccc(CCN(C)C(=O)C2CCCN(Cc3ccc(OC)c(OC)c3)C2)cc1OC` (centres undefined) gave DDE Tn7 FP inh -2, PLCg1 inh 2, KLK7 zymogen act -0.1, ASAP1 inh -11, ARFGAP1 inhibitor 11, TDP2 inh -5, Tn6 DDE FP -1, LEDGF integ inh 1, ADAM17 inh -3 and ADAM10 inh -6.
CCOC(=O)C1CCCCN1Cc1ccc(C(F)(F)F)cc1 (centres undefined) was read as DDE Tn7 FP inh -7, PLCg1 inh 1, KLK7 zymogen act -0.3, ASAP1 inh -2, ARFGAP1 inhibitor -16, TDP2 inh 10, Tn6 DDE FP -1, LEDGF integ inh 1, ADAM17 inh -4 and ADAM10 inh -7.
Cc1ccc(CNC(=O)CCc2ccc(S(=O)(=O)NCC(C)C)cc2)cc1 was read as DDE Tn7 FP inh 3, PLCg1 inh -1, KLK7 zymogen act -0.4, ASAP1 inh 2, ARFGAP1 inhibitor -2, TDP2 inh 5, Tn6 DDE FP 0, LEDGF integ inh 1, ADAM17 inh 4 and ADAM10 inh -4.
For CC1=NN(c2ccccc2)C(=O)C1N=Nc1ccc(S(N)(=O)=O)cc1 (centres undefined) the results were DDE Tn7 FP inh 0, PLCg1 inh 6, KLK7 zymogen act -0.5, ASAP1 inh 0, ARFGAP1 inhibitor -5, TDP2 inh -8, Tn6 DDE FP 6, LEDGF integ inh 5, ADAM17 inh 2 and ADAM10 inh 2.
Screening Cc1cccc(C(=O)N=c2c(C#N)cc3c(=O)n4cccc(C)c4nc3n2Cc2ccco2)c1 returned DDE Tn7 FP inh -1&1, PLCg1 inh inactive, KLK7 zymogen act 27*, ASAP1 inh 0&-4, ARFGAP1 inhibitor 1&-10, TDP2 inh -10&-8, Tn6 DDE FP 0&3, LEDGF integ inh 17*, ADAM17 inh inactive and ADAM10 inh inactive.
For COc1ccc2[nH]c3c(c2c1)CCN1C(=O)C(CC(=O)NCc2ccco2)C[C@H](C(=O)N2CCOCC2)[C@@]31C (some centres undefined) the results were DDE Tn7 FP inh 0, PLCg1 inh -1, KLK7 zymogen act -0.1, ASAP1 inh 20, ARFGAP1 inhibitor 9, TDP2 inh -5, Tn6 DDE FP 4, LEDGF integ inh 4, ADAM17 inh 2 and ADAM10 inh 0.
CCc1ccc2[nH]c3nc(N/N=C/c4cccc(O)c4)nnc3c2c1 was read as DDE Tn7 FP inh -7, PLCg1 inh -7, KLK7 zymogen act 0.1, ASAP1 inh 0, ARFGAP1 inhibitor -8, TDP2 inh 17, Tn6 DDE FP 1, LEDGF integ inh 2, ADAM17 inh 0 and ADAM10 inh 7.
Screening COC(=O)c1ccc2c(=O)[nH]c(COC(=O)c3[nH]c(C)c(C(C)=O)c3C)nc2c1 returned DDE Tn7 FP inh -2, PLCg1 inh -9, KLK7 zymogen act -1.5, ASAP1 inh 12, ARFGAP1 inhibitor 2, TDP2 inh -4, Tn6 DDE FP 1, LEDGF integ inh 4, ADAM17 inh -8 and ADAM10 inh -30.
COc1ccc(NC(=O)C(Cc2ccccc2)n2cccc2)cc1OC (centres undefined) was read as DDE Tn7 FP inh -4, PLCg1 inh 0, KLK7 zymogen act 0.5, ASAP1 inh 4, ARFGAP1 inhibitor -1, TDP2 inh -13, Tn6 DDE FP 0, LEDGF integ inh -2, ADAM17 inh -1 and ADAM10 inh 6.
Screening C=CCN(c1ccc(C(=O)Nc2ccc(C)cc2)cc1)S(C)(=O)=O returned DDE Tn7 FP inh 4, PLCg1 inh -2, KLK7 zymogen act -0.8, ASAP1 inh 4, ARFGAP1 inhibitor 11, TDP2 inh 16, Tn6 DDE FP 6, LEDGF integ inh -4, ADAM17 inh -1 and ADAM10 inh 2.
Screening COc1ccc(NC(=S)NC(NC(=O)C(C)C)C(Cl)(Cl)Cl)c([N+](=O)[O-])c1 (centres undefined) returned DDE Tn7 FP inh -4, PLCg1 inh 2, KLK7 zymogen act -0.3, ASAP1 inh 18, ARFGAP1 inhibitor 7, TDP2 inh 5, Tn6 DDE FP 1, LEDGF integ inh -3, ADAM17 inh -3 and ADAM10 inh 5.
Screening Cc1ccnc(NS(=O)(=O)c2ccc(NC(=O)c3ccc(Cl)cc3[N+](=O)[O-])cc2)n1 returned DDE Tn7 FP inh -4, PLCg1 inh 0, KLK7 zymogen act 0.0, ASAP1 inh 3, ARFGAP1 inhibitor -10, TDP2 inh 12, Tn6 DDE FP 1, LEDGF integ inh -3, ADAM17 inh -2 and ADAM10 inh -2.
CCC(C)n1c(=S)[nH]c2ccccc2c1=O (centres undefined) was read as DDE Tn7 FP inh -5, PLCg1 inh -2, KLK7 zymogen act -0.3, ASAP1 inh 4, ARFGAP1 inhibitor 3, TDP2 inh -1, Tn6 DDE FP 10, LEDGF integ inh 0, ADAM17 inh 1 and ADAM10 inh 8.
Screening COc1ccc(Cl)cc1NC(=O)C/C(C)=N/NC(=O)CCc1ccccc1 returned DDE Tn7 FP inh 6, PLCg1 inh -2, KLK7 zymogen act 0.3, ASAP1 inh -7, ARFGAP1 inhibitor -2, TDP2 inh 0, Tn6 DDE FP 5, LEDGF integ inh 1, ADAM17 inh -1 and ADAM10 inh 3.
For COC(=O)[C@]1(Cc2ccccc2)N[C@H](CN(C)C(=O)Nc2ccc(Cl)cc2)[C@@H]2C(=O)N(Cc3ccccc3)C(=O)[C@@H]21 the results were DDE Tn7 FP inh 5, PLCg1 inh -2, KLK7 zymogen act 0.1, ASAP1 inh -1, ARFGAP1 inhibitor -11, TDP2 inh -1, Tn6 DDE FP 4, LEDGF integ inh -3, ADAM17 inh -3 and ADAM10 inh -8.
For COc1ccc(CCNC(=S)N2CCN(S(=O)(=O)c3ccc(C)cc3)CC2)cc1 the results were DDE Tn7 FP inh -2, PLCg1 inh 7, KLK7 zymogen act 0.0, ASAP1 inh 5, ARFGAP1 inhibitor 27*, TDP2 inh 4, Tn6 DDE FP 1, LEDGF integ inh -4, ADAM17 inh -3 and ADAM10 inh -6.
Cc1ccnc2nc(C(=O)OCC(=O)N(Cc3ccccc3)C(C)(C)C)nn12 was read as DDE Tn7 FP inh 3, PLCg1 inh -1, KLK7 zymogen act 0.4, ASAP1 inh 3, ARFGAP1 inhibitor -6, TDP2 inh -5, Tn6 DDE FP 2, LEDGF integ inh -3, ADAM17 inh -2 and ADAM10 inh -10.

Some of these compounds in order of length of the SMILES, highest first.
Screening COC(=O)c1ccc2c(=O)[nH]c(COC(=O)c3[nH]c(C)c(C(C)=O)c3C)nc2c1 returned DDE Tn7 FP inh -2, PLCg1 inh -9, KLK7 zymogen act -1.5, ASAP1 inh 12, ARFGAP1 inhibitor 2, TDP2 inh -4, Tn6 DDE FP 1, LEDGF integ inh 4, ADAM17 inh -8 and ADAM10 inh -30.
Cc1ccnc2nc(C(=O)OCC(=O)N(Cc3ccccc3)C(C)(C)C)nn12 was read as DDE Tn7 FP inh 3, PLCg1 inh -1, KLK7 zymogen act 0.4, ASAP1 inh 3, ARFGAP1 inhibitor -6, TDP2 inh -5, Tn6 DDE FP 2, LEDGF integ inh -3, ADAM17 inh -2 and ADAM10 inh -10.
Cc1ccc(CNC(=O)CCc2ccc(S(=O)(=O)NCC(C)C)cc2)cc1 was read as DDE Tn7 FP inh 3, PLCg1 inh -1, KLK7 zymogen act -0.4, ASAP1 inh 2, ARFGAP1 inhibitor -2, TDP2 inh 5, Tn6 DDE FP 0, LEDGF integ inh 1, ADAM17 inh 4 and ADAM10 inh -4.
